Screening data from PubChem BioAssay.
LEDGF integ inh: blocks HIV-1 LEDGF/p75-dependent DNA integration; TR-FRET IN-LEDGF/p75 DNA integration, Eu/Cy5; inhibition, % at 3.7 µM; actives 0.64% (n = 370,000); AID 743269;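 active = inhibition above the screen-wide mean plus 3 SD, cut at about 13% in these data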;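 also: signal is the Cy5 over europium emission ratio at 671 and 618 nm; 0% = plate median of compound wells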
SIAE inh: human SIAE inhibition, primary screen | Q9HAT2 | SIAE FP-Rh probe binding, fluorescence polarization | inhibition, % at 9.66 µM | actives 0.69% (n = 370,000) | AID 1053197;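 active = inhibition above a cutoff: mean of compounds within the control limits plus 3 SD of those, cut at about 17% in these data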;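 also: 0% = plate median of compound wells and 100% = probe without SIAE protein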
Rev-erbA mod: modulators of human Rev-erb alpha DNA binding | P20393 | Rev-erbα–FITC-DNA binding, fluorescence polarization, 90 min | activity, % at 10 µM | actives 0.79% (n = 370,000) | AID 1259318;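 active = activity above about 14%, limit read from the data; passing the limit was not always enough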;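 also: 0% = DMSO wells with 35 nM protein and 100% = DMSO wells with 750 nM protein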
PRMT1 inh: blocks human protein arginine methyltransferase 1. recombinant PRMT1, activity-based probe fluorescence polarization. inhibition, % at 2.79 µM. actives 1.3% (n = 370,000);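 active = inhibition above about 21% made by adding two undisclosed values, limit read from the data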
Target sequence (Q99873 whole entry, looked up): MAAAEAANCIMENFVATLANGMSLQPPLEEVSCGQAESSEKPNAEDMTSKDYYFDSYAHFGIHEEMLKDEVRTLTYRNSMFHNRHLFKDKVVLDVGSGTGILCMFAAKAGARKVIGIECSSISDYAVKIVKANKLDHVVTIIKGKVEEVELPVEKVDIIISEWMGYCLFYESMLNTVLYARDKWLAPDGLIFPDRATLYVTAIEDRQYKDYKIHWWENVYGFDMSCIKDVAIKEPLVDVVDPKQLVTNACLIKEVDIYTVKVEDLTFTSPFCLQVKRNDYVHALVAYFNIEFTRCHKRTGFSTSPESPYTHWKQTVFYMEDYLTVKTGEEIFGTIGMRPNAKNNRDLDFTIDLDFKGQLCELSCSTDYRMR
TCR-CD3 inh: inhibitors of human TCR-CD3 interaction; TAMRA-labeled TCR probe fluorescence, biochemical; inhibition, % at 9.4 µM; actives 0.37% (n = 360,000); in the data active = inhibition above about 19%;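 also: recombinant mutant TCR 2C K166C tagged with TAMRA read by polarization; 0% = receptor in buffer alone and 100% = receptor with positive control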
rCAG RNA binder: molecules binding r(CAG) RNA repeats; r(CAG) RNA repeat, TO-PRO-1 dye displacement fluorescence; inhibition, % at 3 µM; actives 1.3% (n = 370,000);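 active = inhibition above the plate cutoff, the mean of all test compounds on that plate plus 3 SD, cut at about 35% in these data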;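 also: 0% = DMSO alone and 100% = 100 µM mitoxantrone as full dye displacement; higher means more dye released from RNA so lower well fluorescence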
TDP2 inh: TDP2 (human) inhibition, absorbance primary screen; O95551; recombinant TDP2, T5PNP hydrolysis, p-nitrophenol absorbance 415 nm; inhibition, % at 12.8 µM; actives 0.34% (n = 370,000);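 active = inhibition above the mean of all tested compounds plus 3 SD, set per campaign, cut at about 25% in these data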;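 also: 0% = DMSO with enzyme and 100% = buffer with substrate but no TDP2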
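test system = human TDP2 enzyme | input = TDP2 enzyme at 120 nM final | medium = 50 mM Tris-HCl pH 7.5 with Mg2+, KCl, DTT, BSA | also added = T5PNP substrate, 5 mM | times = 2 h at 37 °C | technique = epi absorbance | benchmarks = high control without enzyme, low control DMSO plus TDP2 | replication = each compound tested once, singlicate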
mABHD4 FP: ABHD4 (mouse) inhibition, primary FP screen. Q8VD66. actives 0.54% (n = 370,000). purified mABHD4, FP-Rh probe fluorescence polarization. inhibition, % at 8.92 µM;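 active = inhibition exceeding the mean over every tested compound plus 3 SD, cut at about 30% in these data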;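 also: 0% = plate median of compound wells and 100% = S159A mutant with DMSO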
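Assay system: mouse ABHD4 enzyme, wild type / Also added: fluorescent activity-based probe FP-Rh / Doses: single nominal dose of 8.92 µM, 0.89% DMSO final / Timing: 45 min compound pre-incubation plus 60 min probe step, 25 °C / Signal: FP readout, ex 525 nm / em 598 nm / Control set: S159A mutant/DMSO as 100%, compound-well median as 0%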
PG9 Ab binder: binds the HIV-1 gp120 antibody PG9 | TR-FRET gp120-PG9 antibody binding | inhibition, % at 6.7 µM | actives 0.43% (n = 360,000) | AID 624416; in the data active = inhibition above about 8.5%
HTRA1 inh: HTRA1 (human) protease inhibition | AID 504803 | inhibition, % at 5.96 µM | actives 0.5% (n = 340,000) | recombinant HTRA1, FP-rhodamine activity-based probe, fluorescence polarization | Q92743; in the data active = inhibition above about 36%;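 also: 0% = enzyme with DMSO and 100% = wells lacking enzyme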
Target sequence (Q92743 whole entry, looked up): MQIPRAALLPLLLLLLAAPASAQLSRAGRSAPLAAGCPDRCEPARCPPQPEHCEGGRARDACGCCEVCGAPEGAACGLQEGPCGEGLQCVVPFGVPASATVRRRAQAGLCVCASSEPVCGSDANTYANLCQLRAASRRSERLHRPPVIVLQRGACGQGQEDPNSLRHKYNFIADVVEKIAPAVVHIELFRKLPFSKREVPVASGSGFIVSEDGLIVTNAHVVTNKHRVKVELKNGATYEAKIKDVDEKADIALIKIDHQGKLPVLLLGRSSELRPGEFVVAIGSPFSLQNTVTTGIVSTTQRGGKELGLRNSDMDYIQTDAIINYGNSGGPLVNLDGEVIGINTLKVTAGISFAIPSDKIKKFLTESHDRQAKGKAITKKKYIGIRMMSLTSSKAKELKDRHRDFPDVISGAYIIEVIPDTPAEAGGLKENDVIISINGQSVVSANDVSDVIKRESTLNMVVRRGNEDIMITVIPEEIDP
An asterisk follows results filed as active; / = not tested or not shown. Only part of the results is shown (hit frequency here may not be typical).

The line under a structure holds: LEDGF integ inh, SIAE inh, Rev-erbA mod, PRMT1 inh, TCR-CD3 inh, rCAG RNA binder, TDP2 inh, mABHD4 FP, PG9 Ab binder, HTRA1 inh
1. COc1ccccc1N(C(=O)c1ccncc1)c1nc(-c2ccc([N+](=O)[O-])cc2)cs1
  3, 0, 10, 0, 11, 3, -2, -10, -2.4, -37
2. O=C(NCCOc1nc(N2CCOCC2)nc(N2CCOCC2)n1)Nc1ccccc1
  -2, 2, -5, 0, -2, -2, -9, 3, 0.1, 0
3. Cc1cccc(OP(=O)(Nc2c(C)n(C)n(-c3ccccc3)c2=O)Oc2cccc(C)c2)c1
  -4, 3, 2, 2, -1, -8, -2, 5, -2.0, -2
4. O=C(NNC(=O)c1ccncc1)Nc1ccc(N=Nc2ccccc2)cc1
  6, 7, 11, -7, -2, 32, -3, 0, -2.2, 0
5. C=CCn1c(C)cc(C(=O)COC(=O)/C=C/c2c(C)nn(C3CCS(=O)(=O)C3)c2Cl)c1C (stereo not given)
  -1, -6, -5, -2, 1, -5, -1, 2, -3.1, -8
6. COC(=O)c1c(NC(=O)C2COc3ccccc3O2)sc2c1CCN(Cc1ccccc1)C2 (stereo not given)
  0, -3, 7, 0, 7, 6, -8, -8, 0.5, -15
7. Cc1nc(NC(=O)c2csc3ccccc23)sc1C
  -2, 0, 8, 2, -2, 8, -7, 18, -2.7, -13
8. COC(=O)C1=C(C)Nc2[nH]c(=S)[nH]c(=O)c2C1c1ccc(O)cc1 (stereo not given)
  -5, 1, -7, 25*, -10, 13, -10, -3, 3.2, 3
9. O=C(NCCCn1ccnc1)c1cc(-c2ccncc2)nc2ccccc12
  -1, 0, -1, 2, -6, -1, -2, 0, 0.1, 3
10. CCCCNC(=O)CN1C(=O)NC(Cc2ccccc2)(Cc2ccccc2)C1=O
  4, -1, 8, 0, -1, -8, -4, 10, -1.0, 34
11. CC(=O)c1ccc(S(=O)(=O)N(C)CCCC(=O)N(C)Cc2c(F)cccc2Cl)cc1
  2, 0, -3, 3, -7, 1, -2, -8, 2.7, 1
12. CC1(C)CC2CC(C)(CN2C(=S)Nc2ccccc2F)C1 (stereo not given)
  0, 7, 4, -2, -2, -3, 1, -1, -0.1, -24
13. S=C(NCCCN1CCOCC1)Nc1ccc(-c2nc3ccccc3[nH]2)cc1
  3, -3, -1, 1, 1, 0, -4, 6, 0.1, 2
14. CCCCN1C[C@H](C)[C@@H](CC(=O)Nc2ccccc2)C1=O
  -3, 0, 3, 0, -10, -2, 9, -1, -0.6, 5
15. COc1ccc(Cc2nc3ccc(C(=O)N4CCN(C)C(C)C4)cc3o2)cc1OC (stereo not given)
  3, -9, 0, -2, 4, -5, -8, -4, -3.1, 4
16. Cc1ccc(N2C(=O)c3sc4nnc(C)c(=O)n4c3C2=O)cc1
  5, -1, -4, -1, -9, 5, -22, -11, -0.8, 0
17. Cn1c2ccccc2c(=O)c2c(=O)n(-c3ccc(F)cc3)c(-c3cccs3)nc21
  2, 0, 2, 5, -8, 13, 4, -14, 1.7, -3
18. CCCCNC(=O)C1(C)CCN1C(=O)c1cc2ccccc2s1 (stereo not given)
  3, 5, -8, -7, 3, 1, -2, 5, -0.1, /
19. Cc1ccc(NC(=O)CNC(=O)c2ccc(C)s2)nc1
  -6, -3, -4, 1, -6, 1, -7, 0, 1.2, -5
20. COc1ccccc1CNC(=O)COC(=O)c1ccccn1
  2, 7, -4, -1, 4, 3, 0, 3, -1.5, 3
21. N#CCc1nn2c3c(cnc2c1C#N)C(=O)CCC3
  7, -3, 2, 1, 1, 11, 2, 8, 0.5, 4
22. O=C1/C(=C\c2ccc(Br)cc2)SC(=S)N1NS(=O)(=O)c1ccccc1
  1, 0, 2, 4, -7, 6, 0, -3, 0.8, -4
23. O=C(O)c1cccc(S(=O)(=O)N2CCN(Cc3ccc4c(c3)OCO4)CC2)c1
  -4, 5, -1, 3, -2, 2, 1, 4, 0.4, -2
24. CCOC(=O)C1(C)CCCN(C(=O)c2cccc3ccccc23)C1 (stereo not given)
  -3, -1, -6, -3, -8, -2, -7, 3, -1.6, /
25. Cc1ccccc1-n1c(C)nnc1SCC(=O)NNC(=O)c1ccccc1
  4, 3, 3, -1, 3, -1, -9, -3, -2.6, -1
26. COc1ccc(C(=O)N2CCCCC2c2cc(C(=O)Nc3ccc(OC)cc3C)no2)cc1 (stereo not given)
  -1, -7, 3, 1, -1, 2, 3, 7, -0.2, /
27. Clc1cccc(/C=N/N2CCN(Cc3ccccc3)CC2)c1
  -6, 5, -4, 4, 0, -1, -5, 0, -1.5, -16
28. C[C@H](c1ccccc1)N1C[C@H](COCc2ccccc2)Oc2cc(N3CCC[C@H]3C(N)=O)ccc2S1(=O)=O
  1, -10, 1, 2, -7, 11, 2, -1, 0.7, /
29. O=C(O)CS(=O)(=O)CC(=O)O
  1, -3, -3, -1, 2, 3, 3, 8, 2.0, -4
30. Cc1nn(Cc2ccccc2)c(C)c1C(=O)NCCN1C(=O)S/C(=C\c2ccccc2)C1=O
  -2, -23, 1, 3, 6, -2, -1, 4, -0.2, 7

Overlap with the part before: two entries, then new ones.
The line under a structure holds: LEDGF integ inh, SIAE inh, Rev-erbA mod, PRMT1 inh, TCR-CD3 inh, rCAG RNA binder, TDP2 inh, mABHD4 FP, PG9 Ab binder, HTRA1 inh
29. O=C(O)CS(=O)(=O)CC(=O)O
  1, -3, -3, -1, 2, 3, 3, 8, 2.0, -4
30. Cc1nn(Cc2ccccc2)c(C)c1C(=O)NCCN1C(=O)S/C(=C\c2ccccc2)C1=O
  -2, -23, 1, 3, 6, -2, -1, 4, -0.2, 7
31. COc1ccc(C(C#N)=Cc2ccc(OC)c(OC)c2)cc1
  0, 4, 1, -2, 8, 4, -1, -3, -1.3, -19
32. CCOc1ccc(/C=N/NC(=O)C(=O)NCc2ccco2)cc1
  3, 4, -4, -3, -3, -1, -7, -18, 2.0, 10
33. CCN(CC(=O)NCc1ccc(F)cc1)C(=O)COc1ccccc1[N+](=O)[O-]
  0, -1, 2, -1, 2, -1, 4, 0, -0.2, 11
34. CCCCNC(=O)N1CCN(C(=O)C2CCCO2)CC1 (stereo not given)
  -2, 0, 3, 0, -6, -1, 6, 2, -0.4, 3
35. O=C(COC(=O)CNC(=O)c1ccccc1)Nc1ccc(S(=O)(=O)N2CCOCC2)cc1
  0, 0, -3, -3, -8, -2, 22, -7, 0.3, 4
36. CCOC(=O)c1c(NC(=O)/C=C/C(=O)O)sc(C)c1-c1ccc(Cl)cc1
  8, -3, -6, 6, 2, 46*, 15, 1, -1.4, -22
37. CC1(C)C(=O)Nc2ccccc2N1C(=O)COC(=O)C12CC3CC(CC(O)(C3)C1)C2
  4, 0, -9, 0, -1, 3, -2, 6, 1.0, 7
38. O=C(/C=C/c1cccnc1)c1ccccc1O
  0, 15, 4, -1, 1, 1, 11, 1, -1.8, -4
39. COc1ccc(CNC(=O)C2CCN(S(=O)(=O)c3cccnc3)CC2)cc1
  -4, -1, 0, 1, 2, 4, -5, 2, -1.2, 4
40. CN(C)CCNC(=O)c1sc2cccc(F)c2c1Cl
  5, -6, -7, -6, 0, 0, -15, -3, 0.1, 8
41. O=C(Nc1ccc(Cl)cn1)C1CCN(S(=O)(=O)c2cccs2)CC1
  -6, 1, 2, 5, -7, -4, 5, 12, 0.3, -3
42. O=C(CN1C(=O)/C(=C2/SC(=S)N(CCS(=O)(=O)O)C2=O)c2ccccc21)Nc1cccc(C(F)(F)F)c1
  7, 22*, 3, 8, 15, 91*, 0, 85*, -2.3, -4
43. Cc1cc(C)nc(SC2CC(=O)N(c3ccc(C)c(C)c3)C2=O)n1 (stereo not given)
  4, 7, 3, -1, 1, -5, -8, 0, -2.9, 6
44. O=S1(=O)N[C@@H](Cc2ccccc2)COc2cc(N3CC[C@H](O)C3)ccc21
  1, 2, 8, 0, -3, 0, 7, 7, -1.9, /
45. CN1CCN(c2nc3c(c(=O)n(C)c(=O)n3C)n2Cc2ccc(Cl)cc2)CC1
  4, 4, 9, -1, -2, -8, -11, 0, -0.2, 8
46. Nc1c(C(=O)O)sc2nc(-c3ccccc3)cc(-c3ccc(F)cc3)c12
  6, -9, 4, 12, 2, 21, 12, -5, -0.9, -22
47. CCN(C(=O)COC(=O)/C=C/c1ccco1)C1CCCCC1
  6, -3, -6, 4, 4, 2, 8, 5, 0.6, -5
48. O=S1(=O)c2c(cccc2N2CCCC2)O[C@H](COCc2ccccc2)CN1C1CC1
  -3, 1, 9, -4, 19*, 2, 8, -8, -1.2, /
49. COc1ccc(/C=N/NC(=O)CN2CCSCC2)c(OC)c1
  2, 12, 3, 1, 3, 0, 8, 17, -2.6, 5
50. Cn1c(=O)c2cc(S(=O)(=O)NC(C(=O)NC3CCCCC3)c3ccccc3)ccc2n(C)c1=O (stereo not given)
  -4, 0, -2, -1, 3, 2, 2, 6, 0.6, 7
51. CC(C)C(=O)NC(NC(=S)NC1CCS(=O)(=O)C1)C(Cl)(Cl)Cl (stereo not given)
  1, 6, 0, 0, 0, 2, 1, 0, 0.9, 5
52. COc1ccc(Br)cc1/C=N/N1CCN(Cc2ccccc2Cl)CC1
  6, 6, -5, -5, -4, -4, -4, -1, -5.2, -1
53. Cc1nnc(SC(C)C(=O)Nc2c(C)n(C)n(-c3ccccc3)c2=O)n1N (stereo not given)
  -2, -3, -8, 5, -5, -2, 0, -6, -2.3, 1
54. COC(=O)c1ccc(Cn2c(C)c(C(=O)NCc3ccc([N+](=O)[O-])cc3)sc2=O)o1
  1, 0, 3, 0, -3, 0, -1, 4, 0.4, /
55. COc1ccc(C(=O)NCc2ccc(F)cc2)cc1S(=O)(=O)N1CCCC1
  1, 4, 3, -1, -1, -5, -2, 5, -1.0, -10

Records above shown as hits in SIAE inh.
no. | Structure | LEDGF integ inh | SIAE inh | Rev-erbA mod | PRMT1 inh | TCR-CD3 inh | TDP2 inh | mABHD4 FP | PG9 Ab binder | HTRA1 inh
42 | O=C(CN1C(=O)/C(=C2/SC(=S)N(CCS(=O)(=O)O)C2=O)c2ccccc21)Nc1cccc(C(F)(F)F)c1 | 7 | 22* | 3 | 8 | 15 | 0 | 85* | -2.3 | -4
